# Assay outcomes deposited in PubChem by several laboratories.
# M. tuberculosis GlmU – inhibition of mycobacterial GlmU enzyme – biochemical, glucosamine-1-phosphate acetyltransferase (AID 1376); M. tuberculosis GlmU acetyltransferase enzyme assay; higher % means a stronger effect; inhibition, %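 (tested at 30 µM in the primary screen)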; hits with a dose series show IC50 in µM; 0.25% of 220,000 active; in the data active means inhibition above about 13%; inconclusive means no clear call, values can overlap the other calls;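 further: 0% = complete reaction with vehicle and 100% = reaction without substrate; strong numbers were not always called active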
# Mtb RmlCD inh – M. tuberculosis RmlC/RmlD coupled enzyme inhibitors, primary screen, biochemical, compound mixtures, 384-well, from 1536-well plates | RmlC+RmlD coupled enzyme assay, percent inhibition; primary screen in compound mixtures | 0.03% of 160,000 active | dTDP-4-dehydrorhamnose reductase (Mycobacterium tuberculosis (strain ATCC 25618 / H37Rv)) … | inhibition, % at 3.6 µM; in the data active means inhibition mostly above about 34%, no sharp cut-off; inconclusive means no clear call, values can overlap the other calls; inactive means mostly below about 22%; further: some results filed as inactive read as strong as hits
# Target sequence (P9WH09 whole entry, looked up): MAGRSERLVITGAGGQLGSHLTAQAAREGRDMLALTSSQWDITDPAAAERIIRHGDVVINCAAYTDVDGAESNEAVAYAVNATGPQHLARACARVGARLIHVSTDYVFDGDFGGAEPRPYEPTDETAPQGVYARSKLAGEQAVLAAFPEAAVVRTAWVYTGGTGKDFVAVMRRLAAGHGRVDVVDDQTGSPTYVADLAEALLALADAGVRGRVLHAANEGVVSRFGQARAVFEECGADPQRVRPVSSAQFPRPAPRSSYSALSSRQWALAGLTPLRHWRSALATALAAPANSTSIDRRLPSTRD
# Target sequence (P9WH11 whole entry, looked up): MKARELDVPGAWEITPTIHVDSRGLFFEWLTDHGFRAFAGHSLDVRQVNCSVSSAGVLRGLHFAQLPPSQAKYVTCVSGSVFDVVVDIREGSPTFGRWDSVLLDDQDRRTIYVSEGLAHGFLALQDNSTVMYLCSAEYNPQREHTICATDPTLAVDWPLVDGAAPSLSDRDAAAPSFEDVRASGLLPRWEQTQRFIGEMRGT
# The depositor's hits bear a star; ? = inconclusive; nt = not tested or not shown; & = joins results of further samples. These rows are one share of the data; rates above refer to the full screens.
SMILES | M. tuberculosis GlmU | Mtb RmlCD inh
CC(C)(C)c1cc(CNC2CS(=O)(=O)C[C@@H]2O)cc(C(C)(C)C)c1O (some centres not stated) | -1.9% | 0
Cc1ccc(C23CC4CC(CC(NC(=O)NC(C)(C)CO)(C4)C2)C3)cc1 | -1.1% | 2
Cc1ccc(-c2nnn(CC(=O)N(CC3CCCO3)C(C(=O)NCC3CCCO3)c3ccc(F)cc3)n2)o1 (configuration not stated) | -0.6% | nt
COc1cnc(-c2ccccn2)nc1Oc1ccc(F)cc1F | 0.9% | 24
Cc1cc(C)c(C(=O)OCC(=O)NCc2cccs2)c(C)c1 | 4.2% | -8
CC(=O)Nc1ccc(C(F)(F)F)cc1Cl | -6.4% | 2
Cn1c(CCNC(=O)c2ccc(Cl)c(Cl)c2)nnc1SCc1ccc(Cl)c(Cl)c1 | 3.5% | -7
CC1CCC(C(C)C)C(OC(=O)Cn2c(-c3ccccc3)[n+](C)c3ccccc32)C1 (configuration not stated) | -7.8%&-5.1% | 11
CCCc1nc2c(sc3nc4c(cc32)COC(C)(C)C4)c(=O)o1 | 2.6% | -6
CCC(=O)N1CCc2cc(S(=O)(=O)NC(C(=O)NCc3ccc(C)cc3)C(C)C)ccc21 (configuration not stated) | 0.8% | -10
O=C(NCc1ccc(Cl)cc1)C1CCCN(S(=O)(=O)c2cnc[nH]2)C1 (configuration not stated) | 0.0% | -9
Cc1ncoc1C(=O)N1CCc2c([nH]c3ccccc23)C1C(C)(C)C (configuration not stated) | 2.6% | -15
COc1c(C)cc(Br)cc1C(=O)Nc1ccccc1C | 0.9% | nt
Cc1ccc(CCN2CC(C(=O)NCCCN3CCOCC3)CC2=O)cc1 (configuration not stated) | -2.5% | nt
CC1CCN(c2c(NCC3CCC(C(=O)NCCc4ccc(Cl)cc4)CC3)c(=O)c2=O)CC1 (configuration not stated) | -3.2% | -13
COc1ccc(S(=O)(=O)N2c3ccccc3OCC2C)cc1 (configuration not stated) | 6.8% | -11
CCn1c(SCC(=O)Nc2ccc(-c3nc4ccc(C)cc4s3)cc2)nnc1-c1ccccc1 | -1.5% | 0
COCC(=O)N(C)c1nnc(-c2ccc([N+](=O)[O-])cc2)s1 | -3.1% | nt
Cc1ccccc1NC(=O)COC(=O)c1ccc(S(C)(=O)=O)c([N+](=O)[O-])c1 | -4.3% | nt
CCOc1ccccc1C(=O)N1CCC(n2nnc3cc(C)ccc32)CC1 | 3.1% | 8
CC(Oc1cccc(Cl)c1)C(=O)NCc1ccc(S(N)(=O)=O)cc1 (configuration not stated) | -3.1% | 10
Cc1cc(/C=C2\NC(=S)N(C)C2=O)ccc1N1CCCC1 | 2.9% | nt
NS(=O)(=O)c1ccc(CCNC(=O)CN2CCN(c3ccc(F)cc3)CC2)cc1 | 1.2% | -1
COc1ccc2nc(NC(=O)C3CCN(S(=O)(=O)c4cnc[nH]4)CC3)sc2c1 | -0.3% | -5
CCCC(C(=O)NC1CCCC1)N(CCCN1CCOCC1)C(=O)c1snc(C(N)=O)c1N (configuration not stated) | 5.2% | 8
COCCNC(=O)c1c(N)n(/N=C/c2ccc(F)cc2)c2nc3ccccc3nc12 | 1.3% | 3
Cc1c(C(O)CN2CCN(Cc3ccc4c(c3)OCO4)CC2)c2ccccc2n1C (configuration not stated) | -5.1% | -4
COc1cc(-c2nc(S(=O)(=O)c3ccc(Cl)cc3)c(N3CCOCC3)o2)cc(OC)c1OC | 3.1% | -4
O=C(c1ccc(Cl)c(Cl)c1)N1CCC(=O)N(C(COCc2ccccc2)Cc2ccccc2)CC1 (configuration not stated) | 2.0% | nt
O=C(CSc1nnnn1-c1ccccc1)Nc1ccc(N2CCOCC2)cc1 | 2.5% | 5
CCCC(=O)Nc1nc(-c2ccc3c(c2)OCCO3)cs1 | 3.5% | 6
CCn1ncc(C2=NOC(C(=O)Nc3c(C)n(C)n(-c4ccccc4)c3=O)C2)c1C (configuration not stated) | -2.1% | -2
CCc1nc2ccccc2c(C(=O)OC2CCCCC2=O)c1C (configuration not stated) | -3.2% | -9
CC1=C(c2ccccc2)C(=S)NC(C)(C)C1 | 7.6% | 21
CN(NC(=O)NN)c1ncc(C(F)(F)F)cc1Cl | 2.2% | 30
Cc1ccc(CNc2ncnc(N)c2[N+](=O)[O-])cc1 | 1.4% | -8

# 3 records drawn at random from the list so far, as already listed:
SMILES | M. tuberculosis GlmU | Mtb RmlCD inh
CC1=C(c2ccccc2)C(=S)NC(C)(C)C1 | 7.6% | 21
CCc1nc2ccccc2c(C(=O)OC2CCCCC2=O)c1C (configuration not stated) | -3.2% | -9
CCCC(=O)Nc1nc(-c2ccc3c(c2)OCCO3)cs1 | 3.5% | 6

# Following part.
SMILES | M. tuberculosis GlmU | Mtb RmlCD inh
O=C(CSCc1ccc(Cl)cc1)NCCSCc1ccco1 | -4.2% | 4
CCOc1ccc(NC(=O)c2nn(-c3ccc(OC)cc3OC)c(=O)c3ccccc23)cc1 | nt | 2
O=C(COc1cccc(NC(=O)c2ccco2)c1)c1ccccc1 | -0.2% | -4
O=C(O)CCCC(=O)Nc1ccc(Sc2ccc([N+](=O)[O-])cc2)cc1 | 5.0% | -7
CCOC(=O)C(O)(c1ccc(N=Cc2ccccc2O)c(C)c1)C(F)(F)F (configuration not stated) | 2.2% | 6
CC(=O)N1CCN(C2c3cccc4cccc(c34)C2NS(=O)(=O)c2ccccc2)CC1 (configuration not stated) | 1.3% | -5
Cc1cccnc1CCNC(=O)CC1C(=O)NCCN1CC1CCCCC1 (configuration not stated) | 3.9% | 9
O=C(NCc1ccccn1)C1CC(c2ccccc2Cl)=NO1 (configuration not stated) | -9.1% | 22
O=C(O)CC(NS(=O)(=O)c1ccc(Br)cc1)c1ccco1 (configuration not stated) | -1.3% | 2
O=c1c2ccccc2nc(SCc2ccccc2F)n1C1CCCC1 | -0.3% | -7
CCOC(=O)c1nn(-c2ccc(C)cc2)c(=O)c2c(N)scc12 | -3.9% | nt
CCOC(=O)c1cc(-c2ccc(OC)cc2F)nc2c1c(C)nn2CCC#N | 7.3% | 11

# Full records as entered above:
# CCCc1nc2c(sc3nc4c(cc32)COC(C)(C)C4)c(=O)o1 in the list: M. tuberculosis GlmU: 2.6%; Mtb RmlCD inh: -6
# Cc1ccccc1NC(=O)COC(=O)c1ccc(S(C)(=O)=O)c([N+](=O)[O-])c1 in the list: M. tuberculosis GlmU: -4.3%; Mtb RmlCD inh: nt

# Additional structures
SMILES | M. tuberculosis GlmU | Mtb RmlCD inh
O=S(=O)(NCc1ccccc1)c1ccc(Cl)c(S(=O)(=O)NCc2ccccc2)c1 | 2.0% | 5
O=C1Nc2ccccc2C1Cc1ccccn1 (configuration not stated) | nt | -4
O=C(c1cc2nc(-c3ccco3)cc(C(F)(F)F)n2n1)N1CCc2ccccc2C1 | 8.2% | 4
Cc1cc(=O)oc2cc(OCC(=O)N/N=C/c3ccccc3[N+](=O)[O-])ccc12 | -7.9% | -1
O=C(Nc1nnc(-c2ccc(Cl)cc2)o1)c1nc2ccccc2s1 | -0.2% | -9
Oc1ccc(-c2nc(=S)[nH][nH]2)cc1 | 4.8% | nt
CN(Cc1ccccc1)C(=O)c1nn2cccnc2c1Cl | 8.8% | -12
Cc1cccc(S(=O)(=O)Nc2ccc(-c3cn4ccccc4n3)cc2)c1 | 2.0% | -5
O=C(O)Cc1ccc(N=Nc2c(O)c(C(=O)O)cc3ccccc23)cc1 | 9.7% | -11
O=C(COc1ccc2ccccc2c1)NNC(=O)c1cnccn1 | 2.0% | nt
CCC(CC)C(=O)c1c[nH]c(C(=O)NCc2cccnc2)c1 | -2.5% | 0
O=C(c1cccc([N+](=O)[O-])c1)N1CCN(c2ccccn2)CC1 | -6.1% | -6
Cc1ccc(C(O)(C(=O)NNC(=O)CN2CCN(C)CC2)c2ccc(C)cc2)cc1 | -0.3% | nt
CCOC(=O)c1cc2occc2n1CC(=O)N1CCN(C(=O)c2ccco2)CC1 | 4.6% | nt
CCCCCCOc1ccc(C(CC(N)=O)C(=O)O)cc1 (configuration not stated) | -3.6% | 13
COc1cccc(NC(=O)c2ccncc2)c1 | -3.9% | -7
COc1cc(-c2cn(S(=O)(=O)c3cccc4nsnc34)nc2N)cc(OC)c1OC | 6.3% | 10
Cc1cc(C(=O)OCC(=O)N2CC(C)CC(C)C2)c(C)o1 (configuration not stated) | 1.5% | 100
O=C(/C=C/c1ccc(Cl)c([N+](=O)[O-])c1)c1ccc(O)cc1 | 0.7% | 12
Cc1cccc(NC(=O)CN2C(=O)CNC2=O)c1 | nt | 4
Cc1c(N2C(=O)/C(=C/c3ccccc3)SC2=S)c(=O)n(-c2ccccc2)n1C | -0.8% | -4
COc1ccc(/C=C2\SC(=O)N(CCNC(=O)C3CC4C=CC3C4)C2=O)cc1 (configuration not stated) | 8.1% | 59
Cc1c(C(=O)C(C)C)n(C)c2ccccc12 | -3.5% | nt
Nc1nc(=S)c2ncn(C3CCCC3)c2[nH]1 | 7.2% | nt
COc1ccc(N=Cc2ccc(-c3ccccc3)o2)cc1 | 1.1% | -10
O=C(NCCc1ccccc1)c1ccc(Br)o1 | 0.4% | 1
COc1ccc(Cc2[nH]n3c(=O)c(Cl)c(C)nc3c2-c2ccccc2)cc1 | 3.4% | -6
N/C(Cc1ccc(Cl)cc1)=N\OC(=O)c1ccc2ccccc2c1 | 0.0% | 3
O=C(CSCC(=O)N1CCN(c2ccccc2)CC1)Nc1nc(-c2ccc(Cl)s2)cs1 | -0.6% | 1
COC(=O)C1NN=C(C(=O)c2ccc(Br)cc2)C1c1cccc(Br)c1 (configuration not stated) | 6.2% | -7
CCOC(=O)c1cnc2c(C)cccc2c1Nc1cccc(C(=O)O)c1 | -1.9% | -9
COCCOC(=O)C1=C(N)OC2=C(C(=O)CCC2)C1c1cccnc1 (configuration not stated) | 1.9% | nt
CC(=O)c1ccc(NC(=O)C(Cc2ccccc2)n2cccc2)cc1 (configuration not stated) | 4.5% | 7
COc1cc(C)c(S(=O)(=O)NC2CC(C)(C)NC(C)(C)C2)cc1C | 3.2% | nt
CSc1cccc(NC(=O)c2ccc(Cl)nc2)c1 | -2.7% | nt
CCCCC(=O)Nc1ccc(C(=O)NNC(=O)c2ccco2)cc1 | 3.6% | -5
COc1ccccc1N1CCN(C(=O)c2cnn3cccnc23)CC1 | 1.3% | 6
CCOC(=O)c1sc(NC(=O)CSc2nccc(C)n2)c(C#N)c1C | nt | 8
Cc1ccc(NC(=O)CSCC(=O)O)c(C)c1 | 3.2% | 1
COCCN1C(=O)c2ccccc2C(C(=O)N2CCN(c3ccccn3)CC2)C1c1ccc(F)cc1 (configuration not stated) | -3.5% | nt
O=C(NN=C1CCCCCCC1)C(=O)NC1CCCCC1 | 1.5% | 7
Cc1nc2ccccn2c1C(=O)N/N=C/c1cc(C)n(-c2ccc(Cl)cc2)c1C | -0.1% | nt
CCOC(=O)c1c(NC(=S)NC(=O)/C=C/c2cccs2)sc(C)c1C | -1.1% | -6
Cc1nn(C)cc1/C=N\NC(=O)c1ccc2c(c1)c(C)c(C)n2Cc1ccccc1 | -1.3% | 9
c1ccc(-c2cc3nccc(-c4ccccn4)n3n2)cc1 | 4.6% | -10
CCOc1ccccc1N1CCN(C/C=C/c2ccc(N(C)C)cc2)CC1 | -7.5% | nt
COCCCNc1nc(SCc2ccccc2)nc2sc3c(c12)CCC3 | 13%* | nt
COc1cccc(OCCSc2nnc3sc4ccccc4n23)c1 | -0.9% | -7
N#CCO/N=C(\c1ccccc1)c1ccncc1 | 1.4% | nt
O=C(CSc1nc(-c2ccc(F)cc2)cc(C(F)(F)F)n1)Nc1ccc2c(c1)OCO2 | 2.0% | nt
CC(=O)NCC1(O)CCCC(C)C1 (configuration not stated) | 1.5% | -7
CC1CCCC(C)N1CCCNC(=O)c1cc2c(=O)n(C)c3ccccc3c2n1C (configuration not stated) | -8.3% | ?
CCNC(=O)O/N=C(\C)c1sc(-c2ccc(Cl)cc2)nc1C | -5.1% | 20
CCC(C)[C@H](NC(=O)OC(C)(C)C)C(=O)N/N=C/c1ccc2cc(OC)ccc2n1 (some centres not stated) | 4.4% | -8
CCOC(=O)c1c(C)[nH]c(NC(=O)N2CCOCC2)c1C | 4.1% | nt
O=C(CCCOc1ccc(Cl)cc1Cl)Nc1ccncc1 | 2.4% | 11
O=C(NCCC1=CCCCC1)c1ccc(Br)o1 | -1.1% | nt
Cc1nccc(-c2ccc(-n3c(C)ccc3C)cc2)n1 | -0.1% | nt
COC(=O)Cc1c(C)c2ccc(OC(=O)c3ccco3)cc2oc1=O | -3.5% | 83*
O=C(Nc1ccc(O)cc1)c1cc2n(n1)C(C(F)(F)F)CC(c1ccco1)N2 (configuration not stated) | 2.6% | -14

# Later entries.
SMILES | M. tuberculosis GlmU | Mtb RmlCD inh
Cc1ccccc1CNc1ccc(C(CC(N)=O)NC(=O)c2ccc(Br)cc2)cc1[N+](=O)[O-] (configuration not stated) | 0.3% | -7
Cc1ccc(S(=O)(=O)N/N=C(\c2ccccc2)c2cccnc2)cc1 | 2.2% | -3
Cc1ccc2nc(N3CCN(C)CC3)[nH]c2c1 | -2.6% | -6
CCCC(=O)NCCSC | 7.0% | -4
COCCNC(=O)COc1cc(=O)n(C)c2ccccc12 | 5.7% | nt
O=C(CN1NS(=O)(=O)c2ccccc2C1=O)Nc1ccccc1OC(F)F | 5.8% | 36
O=C(CN1N=C(c2ccccc2)CCC1=O)NCc1ccco1 | -1.8% | 2
Cc1nc2nc[nH]n2c(=O)c1CCC(C)C | 1.3% | 10
